Assay outcomes as filed in PubChem.
SMN2 splice enh – increases expression of the SMN2 splice variant. hit rate 2.8% among 210,000. AID 1458. Potency, µM (highest dose often 46.1 µM), inactives show top-dose activity change, positive = activation, hits mostly activators. HEK293 SMN2-luciferase splicing reporter, luminescence, 30-36 h; further: % of control where 0% means no effect; nearly all actives have a fitted effect of over 55% in size
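HEK293 cells carry an SMN2 […]–luciferase reporter in which exon 7 inclusion puts luciferase in frame. Cells were plated 10-12 h before compound addition, then incubated 30-36 h at 37C. ONE-Glo luminescence was read; sodium butyrate at 4.5 mM final served as control.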
Tau ThT inhib – blocks human tau fibril formation measured by thioflavin T; P10636; recombinant tau K18 P301L (four-repeat tau fragment), heparin-induced fibrillization, ThT fluorescence; Potency, µM (highest dose often 57.4 µM), without a hit: top-dose activity, negative = inhibition, hits mostly inhibitors; hit rate 2.1% among 270,000; AID 1460; further: on the % scale 0 is the no-effect control and ±100 the full control effect; nearly all actives have a fitted effect of over 55% in size
Target sequence (P10636 561-689 P618L limits assumed): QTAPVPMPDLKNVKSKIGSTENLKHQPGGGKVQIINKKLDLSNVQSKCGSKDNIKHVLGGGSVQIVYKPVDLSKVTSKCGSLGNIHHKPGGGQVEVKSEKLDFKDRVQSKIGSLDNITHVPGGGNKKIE
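Heparin-induced fibrillization of the P301L-mutant K18 repeat-domain fragment of human tau was followed by ThT binding in quantitative high-throughput format.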
Active calls of the source: *; ? = inconclusive; [ ] = another dose, or the depositor's remark. The call rests on the fitted dose curve; in most records, active means well fitted curve in the direction sought with a large enough effect; inconclusive means small, poorly fitted or top-dose-only effect, or another doubt; inactive means no such curve, though single readings can be large; an effect the other way counts as inactive or inconclusive. Potency means the concentration at half of the fitted maximal effect.

SMILES	SMN2 splice enh	Tau ThT inhib
COC(=O)c1ccn(-c2nc(-c3ccc(Cl)cc3)cc(C(F)(F)F)n2)n1	-12.6%	?
Cc1ccccc1NC(=O)Cn1cc(C(=O)c2cccs2)c2ccccc21	-21.5%	?
COc1cccc(N2CCN(C(=O)Cn3ncc4c5ccccc5n(C)c4c3=O)CC2)c1	2.1%	-11.7%
CCCCCNc1nc2c(-c3ccccc3)nnn2c2ccccc12	-0.4%	-1.6%
COc1ccc(CCNC(=O)CCCn2c(=O)c3ccccc3n(Cc3ccc(C)cc3)c2=O)cc1OC	-6.1%	-2.5%
CCCOc1cccc(C(=O)Nc2ccc(-c3cc4ccccc4oc3=O)c(C)c2)c1	-21.1%	-5.8%
CC1CCN(C(=O)Cn2c(=O)n(-c3ccc(Cl)cc3)c(=O)c3c4c(sc32)CCC4)CC1	2.6%	-6.3%
CCCCOc1ccc(C2=NC(c3ccccc3)=Nc3ccc(OC)cc3N2)cc1	5.1%	?
CN(C)c1ccc(NC(=O)Cn2nnc3sc4c(c3c2=O)CCC(C(C)(C)C)C4)cc1 (stereo not drawn)	?	?
CCCCN(CCCNC(=O)c1cc(Nc2ccc(OC)c(OC)c2)nc2ccccc12)Cc1ccccc1	4.6%	?
CCCCn1c(CNC(=O)c2ccc(OC)cc2)nnc1SCC(=O)Nc1ccc(OC)cc1	-2.5%	-6.7%
Cc1ccc(S(=O)(=O)c2nc(S(=O)(=O)c3ccccc3)sc2NCCCOC(C)C)cc1	-2.1%	-4.9%
CCCCN(CC)CCCNC(=O)c1cn(CC(C)C)c(=O)c2c1c1ccccc1n2C	2.7%	-3.2%
COC(=O)c1cc2oc(C)cc2n1CC(=O)Nc1ccc(C(C)C)cc1	16.7%	?
COc1ccccc1N1CCN(S(=O)(=O)c2c(C)sc3ncn(CC(=O)Nc4ccc(C(C)C)cc4)c(=O)c23)CC1	0.0%	-1.5%
COc1ccc(OC)c(CCNC(=O)c2cc3c(-c4ccccc4F)nn(C)c3s2)c1	-73.2%[inhibitor]	-17.7%
CN(CC(=O)Nc1ccc(F)cc1F)S(=O)(=O)c1cccc2nsnc12	-12.1%	-8.8%
COc1ccc(Cl)cc1NC(=O)CCCS(=O)(=O)c1nc(-c2ccc(OC)c(OC)c2)cc(C(F)(F)F)n1	-100.6%[inhibitor]	-9.7%
COC(=O)C(NC(=O)CCc1c(C)nc2c(-c3ccccc3)c(C)nn2c1C)C(C)C (stereo not drawn)	-12.8%	-10.7%
COc1cccc(CNC(=O)c2ccc3c(c2)N(Cc2ccc(C(F)(F)F)cc2)C(=O)c2ccccc2S3)c1OC	1.8%	-5.3%
CCCc1nnc(NC(=O)C(CC)Sc2nnc3c4ccccc4n(C)c3n2)s1 (stereo not drawn)	-2.7%	-0.4%
O=C(NCc1ccccc1)c1ccc(CNS(=O)(=O)c2ccc(Br)cc2)cc1	-7.0%	2.3%
COc1ccc(Cl)cc1NC(=O)CSC1=Nc2ccccc2C2=NC(CC(=O)NCc3cccs3)C(=O)N12 (stereo not drawn)	-6.2%	?
CSc1ncc(Cl)c(C(=O)Nc2c(C(=O)Nc3cccc(C)c3)oc3ccccc23)n1	-9.7%	6.7%
CCOC(=O)c1c(N)n(-c2ccc(Cl)c(Cl)c2)c2nc3ccccc3nc12	3.0%	-1.0%

The closing 2 entries of the section before are carried over, then new ones follow.
SMILES	SMN2 splice enh	Tau ThT inhib
CSc1ncc(Cl)c(C(=O)Nc2c(C(=O)Nc3cccc(C)c3)oc3ccccc23)n1	-9.7%	6.7%
CCOC(=O)c1c(N)n(-c2ccc(Cl)c(Cl)c2)c2nc3ccccc3nc12	3.0%	-1.0%
CNC(=O)c1c(NC(=O)Cc2coc3ccc(OC)cc23)sc2c1CCCC2	?	?
Cc1ccc(Nc2nnc(-c3cc4c(ccc5ccccc54)oc3=O)s2)cc1	10.5%	?
CCOC(=O)c1c(NC(C)=O)c2c3c(sc2n1Cc1ccc(Cl)cc1)CCCC3	5.3%	5.1%
CCOc1ccc(-n2c(=O)c3c(C)c(C)sc3n(Cc3c(F)cccc3Cl)c2=O)cc1	-5.5%	-3.6%
CCn1c(=O)c2sccc2n2c(CCC(=O)Nc3ccc(C(C)C)cc3)nnc12	-0.9%	-2.3%
CCOC(=O)c1cc(OC(=O)c2cccc(C)c2)n(-c2ccccc2)n1	12.6%	-12.1%
Cc1ccc(C)c(NC(=O)c2nnn(Cc3ccc(F)cc3Cl)c2N)c1	-35.6%[inhibitor]	2.4%
O=C1CC(c2ccccc2)Cc2[nH]c(=O)c(C(=O)Nc3ccc(OC(F)(F)F)cc3)cc21 (stereo not drawn)	9.2%	-5.1%
CCCC1=Nc2cc(C(=O)NCCOC)ccc2Sc2ccccc21	-47.2%[inhibitor]	-10.1%
Cc1c2cnn(CC(=O)N3CCN(c4ccc(F)cc4)CC3)c(=O)c2c(C)n1Cc1ccc(F)cc1	14.8%	0.4%
Cc1oc2c(c(C)cc3oc(=O)c(CC(=O)NCCc4ccccc4)c(C)c32)c1C	5.5%	7.4%
COc1ccc(CNC(=O)CCc2nc(-c3ccc(OC)cc3)no2)cc1	21.2%	-3.4%
COc1ccc(OC)c(CNC(=O)CCCn2c(=O)c3cccn3c3cccnc32)c1	19.0%	6.9%
CCC(=O)Oc1c(Sc2ccc(Cl)cc2)c(C)nn1-c1ccccc1	-12.4%	22.4µM*
CCOC(=O)c1ccc(N2C(=O)Cc3cc(OCC)c(OCC)cc3C2c2ccccc2)cc1 (stereo not drawn)	-1.2%	?
CCCc1ccc(-c2ccc(C(=O)Oc3ccc(OCC)cc3)cc2)nc1	4.2%	?
O=C(Cc1ccccc1)Nc1sc2c(c1C(=O)Nc1ccc(Cl)cc1)CCCC2	-7.9%	8.91µM*
Cn1c(=O)n(C)c2cc(N3CCCCC3)c(NC(=O)c3ccc(Cl)cc3)cc21	2.7%	-10.1%
Cc1cc(C)cc(NC(c2nnc(-c3cccc(F)c3)o2)c2ccc(F)cc2Cl)c1 (stereo not drawn)	-3.5%	-7.1%
CCCN1CCN(CCCNC(=O)c2cc3c(s2)-c2c(C)cccc2OC3)CC1	-9.5%	?
Cc1ccccc1-c1noc(C(C)NC(=O)c2ccco2)n1 (stereo not drawn)	-3.5%	-1.5%
CCOc1ccc(-c2nnc(SCC(=O)c3ccccc3)n2-c2ccccc2)cc1	-5.4%	?
COc1ccc(N(CC(=O)Nc2cccc(Cl)c2)S(=O)(=O)c2c(C)[nH]c(=O)[nH]c2=O)cc1	-4.4%	0.1%
O=C(CCC1N=C2c3ccccc3N=C(SCc3ccccc3Cl)N2C1=O)N1CCN(c2ccccc2)CC1 (stereo not drawn)	-3.7%	?
Cc1nn(-c2nc(-c3ccc(F)cc3)cc(C(F)(F)F)n2)c(C)c1Cl	-23.8%	?

Brought forward from above: two compounds, followed by the next part.
SMILES	SMN2 splice enh	Tau ThT inhib
O=C(CCC1N=C2c3ccccc3N=C(SCc3ccccc3Cl)N2C1=O)N1CCN(c2ccccc2)CC1 (stereo not drawn)	-3.7%	?
Cc1nn(-c2nc(-c3ccc(F)cc3)cc(C(F)(F)F)n2)c(C)c1Cl	-23.8%	?
CCNc1nc(N)nc(Oc2ccc(OCC(=O)OC)nn2)n1	-0.5%	-12.0%
Cc1ccc(C(C)C)c(OCC(=O)Nc2ccc(O)c(-c3nc4cc(Cl)ccc4o3)c2)c1	6.0%	0.5%
CCOc1ccc(C2c3c(oc4ccccc4c3=O)C(=O)N2Cc2ccc3c(c2)OCO3)cc1 (stereo not drawn)	12.2%	1.7%
Cc1ccc(-n2c3c(c(=O)[nH]c2=O)C(NC(=O)c2ccccc2C)(C(F)(F)F)C(=O)N3)cc1 (stereo not drawn)	-7.4%	1.5%
COCCCNC(=O)CCCn1c(SCC(=O)c2ccc(F)cc2)nc2c(sc3ccccc32)c1=O	-3.3%	6.5%
CN(CC(=O)Nc1ccc(Br)cc1)S(=O)(=O)c1cccc2nsnc12	-24.8%	?
Cc1ccc(NC(=O)CCNS(=O)(=O)c2ccc(Br)s2)cc1	2.2%	3.8%
COc1cccc(CNCc2c(C(=O)O)c(C)n(Cc3ccc(F)cc3Cl)c2C)c1OC	-8.7%	-13.0%
COC(=O)c1ccc(NC(=O)CSc2nc3c(c(=O)n(C)c(=O)n3C)n2Cc2ccccc2)cc1	-1.3%	?
Nc1c(C(=O)Nc2ccc(F)c(F)c2)sc2nc(-c3ccncc3)ccc12	-3.8%	?
COc1ccc(-c2cc(C(F)(F)F)nc(SCCC(=O)Nc3ccc(F)cc3F)n2)cc1	-3.7%	1.1%
COC(=O)C(CCSC)NC(=O)c1cc2c(n(-c3ccc(OC)cc3)c1=O)CC(C)(C)CC2=O (stereo not drawn)	3.0%	1.3%
Cc1ccc(C)c(NC(=O)Cn2c(=O)n(CC(=O)NCCc3ccccc3)c(=O)c3ccccc32)c1	7.1%	11.7%
COc1ccc2nc(NC(=O)c3cc(=O)c4cc(C)c(C)cc4o3)sc2c1	-0.3%	?
Cc1ccc(S(=O)(=O)n2nc(-c3ccccc3)nc2NCc2ccc(Cl)cc2)cc1	3.0%	-14.2%
COCCCNc1oc(/C=C/c2cc(OC)c(OC)c(OC)c2)nc1C#N	?	-15.6%
CCOC(=O)C1CCCN(c2c(C(=O)c3ccc(OCC)cc3)cnc3ccccc23)C1 (stereo not drawn)	-5.6%	-8.4%
O=C(O)Cc1sc(Nc2ccc(C(=O)O)cc2)nc1-c1ccccc1	13.4%	-11.7%
CC(=O)Nc1cccc(NC(=O)Cn2cnc3c2c(=O)n(C)c(=O)n3C)c1	6.6%	2.8%
O=S(=O)(NCC(c1ccccc1)N1CCc2ccccc21)c1ccc(Cl)cc1 (stereo not drawn)	-13.3%	-9.9%
COc1cc(C(=O)N(Cc2ccc(C(C)C)cc2)C2CCS(=O)(=O)C2)cc(OC)c1OC (stereo not drawn)	-5.5%	-4.8%
CCOCCCNC(=O)c1cc2c(-c3ccc(OC)c(OC)c3)nn(C)c2s1	2.4%	?
COC1(C(F)(F)F)NC(=O)N(c2ccc(F)cc2)C1=O (stereo not drawn)	0.0%	-1.9%
Cc1ccc(-c2cc(-c3coc4ccccc4c3=O)c3c(n2)-c2cc(Cl)ccc2OC3)cc1	-0.8%	-12.1%
O=C(Oc1ccccc1F)c1nc(SCc2ccccc2F)ncc1Cl	7.3%	22.4µM*

The list goes on:
SMILES	SMN2 splice enh	Tau ThT inhib
COc1ccc(-c2cc(C(=O)Oc3ccc(C)c(C)c3)c3ccccc3n2)cc1	-11.5%	-12.4%
Cc1ccc(CN2CCSc3ccc(C(=O)NCc4ccc(OC(C)C)cc4)cc32)cc1	2.6%	-15.4%
COc1ccc(NC(=O)CC2NCCNC2=O)c(OC)c1 (stereo not drawn)	3.5%	-4.9%
Cc1sc(NC(=O)C2c3ccccc3Oc3ccccc32)c(C(=O)OC(C)C)c1C	6.4%	-2.0%
O=C(c1ccc(F)cc1)n1nc(-c2cccnc2)nc1NCc1ccc(F)cc1	15.4%	?
Cc1ccc(OCC(=O)Nc2cc(-c3nc4ccccc4[nH]3)ccc2C)c(C)c1	4.1%	-10.7%
Cc1ccc(OCc2nc(-c3ccc(C(=O)N4CCN(c5ccc(Cl)cc5)CC4)cc3)oc2C)cc1	2.4%	-9.0%
COc1cccc(CNC(=O)C(NS(=O)(=O)c2ccc3nc(C)sc3c2)C(C)C)c1 (stereo not drawn)	-7.9%	-1.7%
CCNC(=O)c1ccc(CSc2nc3ccncc3n2Cc2ccc(F)cc2)cc1	2.5%	6.3%
O=C1OC(C(=O)Nc2ccc(Cl)c(C(F)(F)F)c2)Cc2ccccc21 (stereo not drawn)	21.8%	-1.7%
Oc1ccc(-c2nc3ccc(Cl)cn3c2Nc2ccc3c(c2)OCO3)cc1	13.7%	-0.3%
COc1cccc(CNC(=O)Cc2c(C)c3cc4c(C)coc4cc3oc2=O)c1	6.3%	2.4%
COc1ccc(OC)c(S(=O)(=O)N2Cc3ccccc3CC2C(=O)Nc2ccc(Cl)cc2)c1 (stereo not drawn)	-7.3%	-9.1%
Cc1cccc(Oc2coc3cc(OCC(=O)NC4CCCCC4)ccc3c2=O)c1	-14.9%	?
CCOc1ccccc1NC(=O)Cn1c(=O)n(CC(=O)NCc2ccccc2Cl)c(=O)c2sccc21	-1.0%	11.3%
CCOc1ccc(NC(=O)c2sc3nc4c(c(-c5ccc(OC)cc5)c3c2N)C(=O)CC(C)(C)C4)cc1	4.5%	-13.8%
CCCCN(CCCC)C1=C(C(=O)c2ccccc2)N(C)S(=O)(=O)c2ccccc21	-3.5%	-2.8%
Cc1ccc(OCC(=O)N(Cc2ccco2)Cc2ccco2)cc1	5.1%	-6.9%
COc1ccc(-c2cc(C(F)(F)F)nc(NCCc3ccccc3)n2)cc1	29.4%	?
CSCC[C@@H](C(=O)Nc1cccc(F)c1)N1Cc2ccccc2C1=O	1.4%	-8.6%
Cc1ccc(-n2nc(CO)c(C(=O)NCc3cccnc3)n2)cc1	-26.7%	6.1%
Clc1ccccc1-c1nnc(-c2ccccc2CNc2ccccc2)o1	6.9%	-10.7%

A draw from above in order of molecular weight, highest first.
SMILES	SMN2 splice enh	Tau ThT inhib
Cc1ccc(C)c(NC(=O)Cn2c(=O)n(CC(=O)NCCc3ccccc3)c(=O)c3ccccc32)c1	7.1%	11.7%
CCOc1ccc(-n2c(=O)c3c(C)c(C)sc3n(Cc3c(F)cccc3Cl)c2=O)cc1	-5.5%	-3.6%
CCC(=O)Oc1c(Sc2ccc(Cl)cc2)c(C)nn1-c1ccccc1	-12.4%	22.4µM*
CCNc1nc(N)nc(Oc2ccc(OCC(=O)OC)nn2)n1	-0.5%	-12.0%

These rows are one share of the data. The share of hits here may be higher or lower than overall.
